# Assay outcomes (PubChem)
# SENP6 inh: SENP6 protease inhibitors, primary screen, biochemical, luminescence, uHTS | Sentrin-specific protease 6 (Homo sapiens), Q9GZR1 | Recombinant SENP6 catalytic domain, aminoluciferin luminescence | inhibition, % at 10 µM | 330,000 compounds, 1.8% hits | AID 2599, 2010;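 active = inhibition above about 50% at the single tested dose, limit read from the data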;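 also: plate controls were DMSO wells with enzyme for no effect and DMSO wells lacking enzyme for full effect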
# Target sequence (Q9GZR1 628-1112 limits assumed): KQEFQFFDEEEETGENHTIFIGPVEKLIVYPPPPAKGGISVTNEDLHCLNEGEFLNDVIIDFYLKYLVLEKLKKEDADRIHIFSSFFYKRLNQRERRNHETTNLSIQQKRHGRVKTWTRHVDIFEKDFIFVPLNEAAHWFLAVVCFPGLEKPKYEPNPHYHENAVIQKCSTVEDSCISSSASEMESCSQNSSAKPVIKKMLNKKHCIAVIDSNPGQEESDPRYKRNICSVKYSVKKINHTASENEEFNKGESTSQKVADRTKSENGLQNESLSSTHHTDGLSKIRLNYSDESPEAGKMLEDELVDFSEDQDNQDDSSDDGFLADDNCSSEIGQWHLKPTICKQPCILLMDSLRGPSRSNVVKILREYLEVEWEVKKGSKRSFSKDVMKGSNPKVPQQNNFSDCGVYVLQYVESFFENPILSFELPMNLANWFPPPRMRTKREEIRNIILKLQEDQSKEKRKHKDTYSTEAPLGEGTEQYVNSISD
# SENP1 inh: human SENP1 catalytic domain inhibitors, primary screen, biochemical, FRET, uHTS. recombinant SENP1 catalytic domain, CyPet-SUMO1-YPet FRET cleavage. inhibition, % at 10 µM. 360,000 compounds, 0.21% hits. AID 624204, 2012;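 active = inhibition at least 30% at 10 µM, raw YFP signal under a set limit, fluorescence ratio 0.5 to 1.5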;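 also: 0% = enzyme with DMSO and 100% = no enzyme wells; some results filed as inactive read as strong as hits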
#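 system = hSENP1 catalytic domain, recombinant | reagent = SFCypet-SUMO1-SFYpet substrate at 25 nM | doses = one dose per compound, 10 µM, 0.5% DMSO | incubation = enzyme reaction for 50 min at room temperature, dark | measured by = FRET, CFP and YFP emission | controls = no-enzyme low, enzyme-DMSO high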
# SENP8 block-1: SENP8 protease inhibitors, primary screen, biochemical, luminescence | purified SENP8, Z-RLRGG-aminoluciferin cleavage | inhibition, % at 10 µM | 330,000 compounds, 1.2% hits | AID 2540, 2010; in the data active = inhibition above about 50%
# Target sequence (Q96LD8 whole entry, looked up): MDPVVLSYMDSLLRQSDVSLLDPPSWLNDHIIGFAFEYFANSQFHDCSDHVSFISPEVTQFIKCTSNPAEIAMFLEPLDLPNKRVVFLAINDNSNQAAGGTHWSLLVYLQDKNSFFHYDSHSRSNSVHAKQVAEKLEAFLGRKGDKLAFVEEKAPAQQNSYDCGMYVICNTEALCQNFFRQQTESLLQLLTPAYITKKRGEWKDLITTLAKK
# HKDC1 inh: HKDC1 hexokinase inhibitors, primary screen, biochemical, fluorescence, uHTS; 340,000 compounds, 0.16% hits; inhibition, % at 20 µM; Q2TB90; AID 493160, 2011; recombinant HKDC1, G6PDH/diaphorase resazurin coupled fluorescence;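 active = inhibition above about 35% when tested at 20 µM, limit read from the data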;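 also: plate controls were DMSO wells with enzyme for no effect and DMSO wells lacking enzyme for full effect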
#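 System: Recombinant HKDC1 hexokinase | Amount: HKDC1 at 5 µg/mL | Reagent: Glucose with 1 mM ATP | Doses: Single 20 µM dose | Incubation: Reaction time 90 min, room temperature, protected from light | Signal: Coupled resazurin fluorescence, excitation 525 nm, emission 613 nm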
# PfG6PD inh: PfG6PD enzyme inhibitors, primary screen, biochemical, fluorescence intensity, uHTS; AID 504690, 2011; inhibition, % at 20 µM; 350,000 compounds, 0.78% hits; PfGluPho enzyme, NADPH resazurin-diaphorase fluorescence;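 active = inhibition reaching at least a set limit at 20 µM in the primary screen, cut at about 59% in these data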;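 also: 0% = DMSO wells with substrate and 100% = DMSO wells lacking glucose-6-phosphate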
# UBC13 inh: UBC13 polyubiquitin chain formation inhibitors, primary screen, biochemical, TR-FRET, uHTS; 330,000 compounds, 0.47% hits; inhibition, % at 20 µM; Ubiquitin-conjugating enzyme E2 N (Homo sapiens), P61088; AID 485273, 2010; in the data active = inhibition above about 45%, passing the limit was not always enough; inconclusive = no clear call, values can overlap the other calls
# beta cell repl: inducers of MIN6 beta-cell proliferation, primary screen, ATP luminescence, uHTS; MIN6 cells proliferation, ATPlite luminescence, 48 h; cells starved in 0.2% serum; 100% = growth in 10% serum; proliferation, % at 10 µM; 330,000 compounds, 0.29% hits; AID 2380, 2010;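 active = compounds whose signal lies at least 3.5 SD above the mean of all wells on their plate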;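 also: 0% = DMSO-treated cells in low-serum medium and 100% = 10% serum control; some compounds called inactive have numbers as strong as hits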
# SENP7 block: SENP7 protease inhibitors, primary screen, biochemical, luminescence, uHTS; recombinant SENP7, Z-RLRGG-aminoluciferin luminescence, 40 min; inhibition, % at 5 µM; Sentrin-specific protease 7 (Homo sapiens), Q9BQF6; AID 434973, 2010; 330,000 compounds, 1.5% hits;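 active = inhibition above about 50% at the single test dose, limit read from the data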;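 also: plate controls were DMSO with enzyme for no effect and no enzyme buffer wells for full effect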
# Target sequence (Q9BQF6 706-1050 limits assumed): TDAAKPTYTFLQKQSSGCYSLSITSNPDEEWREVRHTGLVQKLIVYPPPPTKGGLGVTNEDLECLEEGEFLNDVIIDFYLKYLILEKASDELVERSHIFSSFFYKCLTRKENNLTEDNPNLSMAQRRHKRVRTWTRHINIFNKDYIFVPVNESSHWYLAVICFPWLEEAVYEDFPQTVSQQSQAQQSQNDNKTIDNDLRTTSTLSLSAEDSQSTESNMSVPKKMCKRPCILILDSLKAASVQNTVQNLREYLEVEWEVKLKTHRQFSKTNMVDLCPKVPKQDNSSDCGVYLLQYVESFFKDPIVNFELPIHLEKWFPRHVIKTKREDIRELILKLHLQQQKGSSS
# SENP8 block-2: human SENP8 protease inhibitors, primary screen, biochemical, fluorescence, Nedd8 protein substrate, uHTS; 360,000 compounds, 0.64% hits; recombinant SENP8; AID 602440, 2012; Sentrin-specific protease 8 (Homo sapiens), Q96LD8; inhibition, % at 20 µM; in the data active = inhibition mostly above about 40%, no sharp cut-off; inactive = mostly below about 27%
# * marks the source's active call; other numbers are inactive results; i = inactive; ? = inconclusive; nt = no result given.
No.	compound	SENP6 inh	SENP1 inh	SENP8 block-1	HKDC1 inh	PfG6PD inh
1	Cc1cc(C=C2C(=O)c3ccccc3C2=O)c(C)n1C	66*	-30	56*	-4	16
2	Cc1ccc(C(=O)Nc2cc3[nH]c(=O)oc3cc2C)cc1	-29	0	-19	8	4
3	CN(C)S(=O)(=O)c1ccc(Cl)c(C(=O)NC2CCCCCCC2)c1	14	-1	3	-2	-1
4	Cc1ccc(N(CC(O)Cn2nc(C)cc2C)S(=O)(=O)c2ccc3ccccc3c2)cc1 (stereo not drawn)	2	-1	-16	-8	17
5	Cc1cc(C)nc(N/N=C/C2=C(N3CCOCC3)C(=C\c3ccc(Cl)cc3)/CC2)n1	11	-1	3	3	11
6	Nc1cccnc1S(=O)(=O)c1cccc(C(F)(F)F)c1	4	1	-5	6	-13
7	COc1n[nH]c(C(=O)NCc2ccccc2)c1[N+](=O)[O-]	-13	1	7	0	-16
8	CCOC(=O)c1sc(Nc2cccc(C)c2C)nc1C	-6	nt	-7	nt	nt
9	COC(=O)c1cccc(C(=O)N2CCCC(Nc3ccc(C)c(C)c3)C2)c1 (stereo not drawn)	4	-1	-5	0	8
10	CCOC(=O)N1CCN(c2c(NCCCN3CCCC(C)C3)c(=O)c2=O)CC1 (stereo not drawn)	-8	2	-12	-2	-11
11	Oc1cccc2cnccc12	-7	2	-1	7	19
12	O=C(c1ccc(F)cc1)N1CCOC(c2nc(-c3ccc(F)cc3)no2)C1 (stereo not drawn)	0	1	1	4	-6
13	COc1ccccc1CN1CC(C(=O)N(C)Cc2nc(C)cs2)CCC1=O (stereo not drawn)	-2	3	-3	-3	-2
14	CN1CCc2ccccc2C1Cc1ccccc1NC(=O)c1sc2ccccc2c1Cl (stereo not drawn)	-14	-1	-2	0	18
15	O=c1ccn(-c2cccc(C(F)(F)F)c2)nc1-c1ccn(-c2cccc(Cl)c2)n1	-29	0	5	1	87*

No.	UBC13 inh	beta cell repl	SENP7 block	SENP8 block-2
1	-44	-2	3	18
2	-8	-1	-5	19
3	-1	-1	5	-2
4	3	0	-8	16
5	-17	-5	5	-311
6	3	0	-8	-221
7	-8	0	6	6
8	19	1	1	nt
9	6	-2	-2	6
10	-6	3	15	21
11	7	1	0	7
12	7	-2	-11	17
13	6	1	4	9
14	2	-6	-12	54*
15	10	-3	8	31

# Remaining list, next part.
No.	compound	SENP6 inh	SENP1 inh	SENP8 block-1	HKDC1 inh	PfG6PD inh
16	CN(C)/C=C(\C=O)c1c(Cl)cccc1Cl	8	0	3	-7	27
17	COc1ccccc1N(C)S(=O)(=O)c1ccc(C(=O)OCC(=O)N2CCCCCC2)cc1	-11	2	7	-4	9
18	O=C1CCc2cc(S(=O)(=O)NC(C(=O)NCc3cccnc3)c3ccccc3)ccc2N1 (stereo not drawn)	-8	1	0	0	10
19	O=C1N/C(=N/N=C/c2ccccc2)SC1(c1ccccc1)c1ccccc1	9	2	3	2	-11
20	CC(=O)c1cccc(NC(=O)COC(=O)Cc2ccc(Cl)cc2)c1	-6	3	-11	3	12
21	CCN(CC)S(=O)(=O)c1ccc(OC)c(NC(=O)c2ccc3c(c2)OCO3)c1	-6	3	8	-7	-5
22	Cc1nc2ccccc2c(=O)n1NC(=O)C1CC1C (stereo not drawn)	-5	5	1	-2	-3
23	O=C(NCCc1ccccc1)Nc1ccc2c(c1)OCO2	11	1	-8	8	11
24	COc1ccc2c(c1OC)C(=O)OC2N1C(=O)CC[C@H]1C(=O)Nc1ccc(F)cc1F (stereo partly drawn)	-17	0	-7	-5	-4
25	O=C1CCc2cc(S(=O)(=O)NC(Cc3ccccc3)C(=O)N3CCN(c4ccccn4)CC3)ccc2N1 (stereo not drawn)	-29	2	1	-6	-9
26	O=S(=O)(c1ccc(Br)s1)N1CCCCC1	-22	0	-6	-5	-9
27	CCC(NC(=O)COc1cc2c(c3oc(=O)c(C)c(C)c13)CCC(C)(C)O2)C(=O)O (stereo not drawn)	-11	1	-1	7	16
28	Cc1cc(-c2ccccc2)nc(N(C)NC(=O)c2c(F)cccc2F)c1S(C)(=O)=O	-19	2	-9	1	-5
29	CCC1(c2ccc(F)cc2)NC(=O)N(CC(=O)Nc2ccc(C)c(S(=O)(=O)N3CCOCC3)c2)C1=O (stereo not drawn)	-3	-1	6	-2	0
30	O=C(OCCOc1ccc(Br)cc1)c1ccc(Cl)nc1	-27	0	-8	8	-7

No.	UBC13 inh	beta cell repl	SENP7 block	SENP8 block-2
16	-2	-1	1	9
17	-2	-3	6	1
18	2	3	1	-1
19	-12	0	-6	18
20	6	-1	-5	-6
21	6	-1	-6	3
22	-8	-2	7	11
23	2	-2	9	15
24	-8	-2	-10	22
25	6	5	0	1
26	8	-3	2	18
27	14	-1	1	-301
28	-1	-1	14	11
29	19	-3	-3	10
30	0	1	9	-9

# The list continues.
No.	compound	SENP6 inh	SENP1 inh	SENP8 block-1	HKDC1 inh	PfG6PD inh
31	Cc1cc(C)n(-c2cc(C(C)(C)C)nc3c(-c4ccccc4)cnn23)n1	6	4	2	1	24
32	Cc1cc[n+](Cc2ccccc2)c(N)c1	-9	0	-15	-1	-3
33	CC(C)(C)NS(=O)(=O)c1ccc(Oc2ncc(C(F)(F)F)cc2Cl)cc1	3	2	4	7	3
34	O=[N+]([O-])c1ccc2c(c1)nc1n2CCN(c2ccccc2)C1	12	0	1	7	8
35	CCn1cc(C(=O)N2CCCCC2)c(=O)c2cc(S(=O)(=O)N3CCC(C)CC3)ccc21	-2	-1	5	2	12
36	CC(C)CN(C(=O)CN1CCN(c2ccccc2F)CC1)c1c(N)n(CC(C)C)c(=O)[nH]c1=O	-13	-10	-8	4	3
37	Cc1c(C(=O)NCC(c2ccco2)N2CCCC2)oc2ccc(Cl)cc12 (stereo not drawn)	17	-2	-5	-6	7
38	O=C(NNc1ccccc1[N+](=O)[O-])Nc1cccc(Cl)c1	-5	2	1	-4	36
39	CC(=O)c1c(C)[nH]c(C(=O)N(C)CC(=O)Nc2ccc(Cl)c(C(F)(F)F)c2)c1C	-7	0	-1	-1	18
40	Cc1ccc(-c2nc3ccccc3[nH]2)cc1NC(=O)c1sc2cc(Cl)ccc2c1Cl	-17	0	-6	-6	2
41	CCOc1ccccc1OCCCC(=O)Nc1cccc(S(=O)(=O)N2CCOCC2)c1	-3	-1	3	-2	9
42	CC(=O)Nc1ccc(NS(=O)(=O)c2ccc3[nH]c(=O)[nH]c3c2)cc1	10	0	-11	-4	-10
43	CCOC(=O)c1noc(C)c1C(=O)Nc1cccc(F)c1	12	4	10	-5	-15
44	CCC(Sc1nc(-c2ccccc2)c(C#N)c(=O)[nH]1)C(=O)Nc1nnc(C)s1 (stereo not drawn)	-1	-2	-2	0	-35
45	COCCN1C(=O)c2ccc(C(=O)NCc3ccco3)cc2C1=O	0	0	-7	-3	-13

No.	UBC13 inh	beta cell repl	SENP7 block	SENP8 block-2
31	4	-4	1	-76
32	-3	-3	-11	8
33	-4	-3	2	40*
34	10	-1	-5	30
35	-13	0	9	3
36	-8	0	-10	-2
37	2	-3	12	13
38	-1	1	2	40*
39	4	3	-9	1
40	-16	0	3	-31
41	7	-2	3	12
42	-3	-2	-4	-21
43	2	-3	-8	12
44	27	2	8	-48
45	0	2	-11	7

# (further entries)
No.	compound	SENP6 inh	SENP1 inh	SENP8 block-1	HKDC1 inh	PfG6PD inh
46	CC1(C)CN=C(c2ccccc2)NC1	nt	-1	nt	-13	8
47	CC(=O)c1ccc(-c2ccc(C(=O)NC3CC(C)(C)NC(C)(C)C3)o2)cc1	-8	-14	-4	0	-3
48	O=C(O)c1cccc(N=NN2CCOCC2)c1	3	4	9	0	-26
49	O=C(NCc1ccco1)c1cccc(S(=O)(=O)N2CCOCC2)c1	-7	0	-4	-9	2
50	COc1ccc(/C=N\NC(=O)c2sccc2C)cc1Cn1nc(C)cc1C	-2	1	-8	-2	26
51	O=C(CN1CCOCC1)N/N=C/C=C/c1ccccc1	2	2	-9	-5	-9
52	CCC1(CC)NC(=O)N(CC(=O)OCC(=O)NC(=O)c2ccccc2)C1=O	1	3	-4	2	-22
53	Nc1nc(=S)[nH]c2c1C1(CCCC1)Cc1ccccc1-2	-2	2	6	10	12
54	CCOc1ccccc1N(CC(=O)N(C)Cc1ccccc1)S(=O)(=O)c1ccccc1	-13	3	-1	6	10
55	COC(=O)c1ccc(Cn2nc(C)c(Br)c2C)cc1	-5	1	5	-2	-1
56	Cc1ccc(C(C(=O)NC(C)(C)C)N(CC2CCCO2)C(=O)c2csnn2)cc1 (stereo not drawn)	5	0	1	-4	-11

No.	UBC13 inh	beta cell repl	SENP7 block	SENP8 block-2
46	nt	nt	nt	2
47	19	-1	-6	i
48	-1	2	0	14
49	3	-2	-5	15
50	0	-2	-6	-94
51	-12	8.9*	-2	-4
52	17	1	-1	7
53	?	-2	5	-41
54	2	2	-2	5
55	4	1	-3	2
56	3	-1	-7	5

# 8 entries already listed, sorted by heavy-atom count, rising:
No.	compound	SENP6 inh	SENP1 inh	SENP8 block-1	HKDC1 inh	PfG6PD inh
46	CC1(C)CN=C(c2ccccc2)NC1	nt	-1	nt	-13	8
48	O=C(O)c1cccc(N=NN2CCOCC2)c1	3	4	9	0	-26
55	COC(=O)c1ccc(Cn2nc(C)c(Br)c2C)cc1	-5	1	5	-2	-1
51	O=C(CN1CCOCC1)N/N=C/C=C/c1ccccc1	2	2	-9	-5	-9
45	COCCN1C(=O)c2ccc(C(=O)NCc3ccco3)cc2C1=O	0	0	-7	-3	-13
50	COc1ccc(/C=N\NC(=O)c2sccc2C)cc1Cn1nc(C)cc1C	-2	1	-8	-2	26
56	Cc1ccc(C(C(=O)NC(C)(C)C)N(CC2CCCO2)C(=O)c2csnn2)cc1 (stereo not drawn)	5	0	1	-4	-11
54	CCOc1ccccc1N(CC(=O)N(C)Cc1ccccc1)S(=O)(=O)c1ccccc1	-13	3	-1	6	10

No.	UBC13 inh	beta cell repl	SENP7 block	SENP8 block-2
46	nt	nt	nt	2
48	-1	2	0	14
55	4	1	-3	2
51	-12	8.9*	-2	-4
45	0	2	-11	7
50	0	-2	-6	-94
56	3	-1	-7	5
54	2	2	-2	5
